# Screens as filed in PubChem.
# SR-BI DiI-HDL act – SR-BI HDL lipid transfer activation; CHO ldlA[mSR-BI] cells, DiI-HDL uptake fluorescence, 3 h; 100 = double the neutral-control signal; activation, % at 12.5 µM; actives 0.096% (n = 320,000);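 active = mean replicate activation of at least 60% and every replicate at or above 60%; inconclusive = mean or all-replicate condition met, but not both; inactive = mean below 60% and not all replicates reaching 60%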;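 also: 0% = median plate neutral-control signal and 100% = twice that signal; values of inactives mirror those of a sister screen read the other way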
#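 System: LDL receptor-deficient CHO ldlA cells overexpressing murine SR-BI | Timing: 3 h uptake period with compound, 37 °C | Medium: HEPES-buffered (25 mM, pH 7.4) F12 plus 0.5% BSA | Dosing: Single-point compound dose | Signal: Bottom-read fluorescence, 550/595 nm | Read-out: Retained DiI signal reflecting DiI-HDL uptake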
# PKA-R2B act – activates the human PKA-R2B holoenzyme complex; P22694+P31323; activation, % at 11.4 µM; actives 0.079% (n = 340,000); PKA-R2B holoenzyme dissociation, Cy5-IP20 fluorescence polarization; R2B truncated from residue 108, S112A mutant; 0% DMSO only, 100% 113 µM cGMP; AID 504700;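 active = activation above a cutoff set at the mean over all compounds plus 3 SD, cut at about 18% in these data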;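 also: higher means more holoenzyme dissociation and a rise in polarization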
# RTF Ca sens act – cardiac RTF calcium sensitization; P19429+P45379; IANBD-labeled TnC RTF fluorescence at EC20 calcium; 0% EC20 calcium, 100% full calcium; activation, % at 7.2 µM; actives 0.24% (n = 340,000); AID 493008;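 active = activation above the mean over all tested compounds plus 3 SD, cut at about 30% in these data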;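 also: rise in fluorescence read as greater calcium sensitivity of cardiac thin filaments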
# Rtt109 Vps75 – blocks Candida albicans Rtt109/Vps75 acetyltransferase activity. purified Rtt109/Vps75, ThioGlo CoA-SH fluorescence, 4 h. actives 0.16% (n = 330,000). Q5AAJ8. inhibition, % at 34.9 µM;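 active = inhibition of at least 50% in every replicate; inconclusive = best replicate reaches 50% inhibition but some replicates fall short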
# Target sequence (Q5AAJ8 whole entry, looked up): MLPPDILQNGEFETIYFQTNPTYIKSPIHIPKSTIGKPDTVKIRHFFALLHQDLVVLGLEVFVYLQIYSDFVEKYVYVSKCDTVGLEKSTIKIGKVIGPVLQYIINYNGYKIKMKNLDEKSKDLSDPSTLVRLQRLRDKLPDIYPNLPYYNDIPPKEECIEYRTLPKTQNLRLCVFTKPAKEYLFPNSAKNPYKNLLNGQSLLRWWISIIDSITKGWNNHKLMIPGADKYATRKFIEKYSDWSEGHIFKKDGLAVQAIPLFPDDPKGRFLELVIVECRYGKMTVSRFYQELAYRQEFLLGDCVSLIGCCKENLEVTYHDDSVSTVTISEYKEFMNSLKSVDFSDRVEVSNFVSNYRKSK
# C-LANA FP – KSHV C-LANA DNA binding inhibition | actives 0.078% (n = 340,000) | AID 504423 | MBP-C-LANA/FAM-LBS DNA binding, fluorescence polarization | inhibition, % at 9 µM;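 active = highest replicate inhibition at or above 60% at 9 µM, even if other replicates fall short; inactive = all replicates below 60% inhibition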;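 also: 0% = neutral control wells and 100% = 4 µM acridine orange control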
# CAL PDZ FP-1 – inhibitors of human CAL PDZ peptide binding | purified CAL PDZ, TMR-peptide fluorescence polarization, 1 h | inhibition, % at 24.9 µM | actives 0.92% (n = 300,000) | AID 602252;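 active = mean inhibition of at least 30% with at least half of replicates also reaching 30%; inconclusive = no clear call, values can overlap the other calls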;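 also: 0% = DMSO neutral control and 100% = excess unlabeled competitor peptide PRC23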
# Keap1-Nrf2 PPI – disrupts human Keap1 binding to Nrf2 peptide | Q14145 | Keap1 Kelch-Nrf2 peptide fluorescence polarization, 1536-well | inhibition, % at 9.4 µM | AID 504523 | actives 0.15% (n = 340,000); in the data active = inhibition above about 12%; inconclusive = no clear call, values can overlap the other calls; inactive = below about 7.3%;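 also: human Keap1 Kelch domain with fluorescein labeled Nrf2 9mer peptide probe; 0% = neutral control wells and 100% = peptide positive control; higher means more block of Keap1 binding to Nrf2 peptide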
# Target sequence (Q14145 whole entry, looked up, the tested form may be a part): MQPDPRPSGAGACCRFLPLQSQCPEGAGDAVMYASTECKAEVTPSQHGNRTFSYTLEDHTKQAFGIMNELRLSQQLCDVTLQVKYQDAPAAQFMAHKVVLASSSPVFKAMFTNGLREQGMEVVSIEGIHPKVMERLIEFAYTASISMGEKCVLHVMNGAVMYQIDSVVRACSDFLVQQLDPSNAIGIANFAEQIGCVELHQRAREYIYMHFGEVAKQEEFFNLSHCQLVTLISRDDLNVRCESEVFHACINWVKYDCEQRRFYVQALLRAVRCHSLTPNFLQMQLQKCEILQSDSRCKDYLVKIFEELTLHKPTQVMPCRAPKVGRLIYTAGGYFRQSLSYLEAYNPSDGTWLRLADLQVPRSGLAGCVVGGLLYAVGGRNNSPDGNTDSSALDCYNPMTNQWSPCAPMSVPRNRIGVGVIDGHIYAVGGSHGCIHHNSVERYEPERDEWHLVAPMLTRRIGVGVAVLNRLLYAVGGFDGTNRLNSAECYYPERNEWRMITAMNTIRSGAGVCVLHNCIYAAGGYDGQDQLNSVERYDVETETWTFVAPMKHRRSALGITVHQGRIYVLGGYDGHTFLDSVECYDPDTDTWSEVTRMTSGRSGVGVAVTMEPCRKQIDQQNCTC
# Cardiac RTF inh – cardiac RTF calcium desensitization | IANBD-labeled cardiac RTF, Ca2+ fluorescence | inhibition, % at 7.15 µM | actives 0.12% (n = 340,000);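 active = inhibition above the mean inhibition of all tested compounds plus 3 SD, cut at about 17% in these data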;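 also: assay run at fixed EC70 calcium of 1.6 mM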
# CAL PDZ FP-2 – inhibitors of human CAL PDZ peptide binding. Q9HD26. purified CAL PDZ, TMR-peptide fluorescence polarization, 1 h. inhibition, % at 20 µM. actives 0.02% (n = 330,000). AID 504414;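 active = highest replicate inhibition of at least 40%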;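 also: plate controls were DMSO neutral control wells for no effect and unlabeled competitor peptide control wells for full effect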
#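 Read-out basis: mP drop reported as inhibition | Assay system: Tagged CAL PDZ protein CerCALP, purified | Benchmarks: Unlabelled peptide for full inhibition, DMSO wells as neutral | Schedule: 1 h incubation at room temperature before polarization reading | Buffer or medium: Sodium phosphate/NaCl buffer pH 7.4 with TCEP, IgG, Thesit | Doses: Single point, 20 µM | Measured by: Fluorescence polarization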
# DAGLB inhibitor – diacylglycerol lipase beta (human) inhibition | inhibition, % at 5.17 µM | AID 504411 | actives 0.059% (n = 340,000) | Q8NCG7 | HEK293T DAGLB membrane lysate, EnzChek fluorogenic substrate; in the data active = inhibition above about 34%;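 also: 0% = enzyme with vehicle and 100% = wells lacking enzyme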
# The depositor's hits bear a star; ? = inconclusive; nt = no result given.
SMILES,SR-BI DiI-HDL act,PKA-R2B act,RTF Ca sens act,Rtt109 Vps75,C-LANA FP,CAL PDZ FP-1,Keap1-Nrf2 PPI,Cardiac RTF inh,CAL PDZ FP-2,DAGLB inhibitor
CCOc1ccc(S(=O)(=O)N(C)CC(=O)N2CCCC2)cc1,16.5,-4.9,-4.1,0.9,0.4,5.6,1.5,0.7,-15.4,0.0
CCN(c1ccccc1)S(=O)(=O)c1cccc(C(=O)NCC(c2cccs2)N2CCOCC2)c1 (stereo not given),-8.5,-3.9,-5.3,7.9,7.5,-1.5,-11.2,-3.4,-3.8,1.1
CCN(CC(=O)Nc1cc(Cl)ccc1C)C(=O)C1CCCCC1,13.7,-3.2,4.2,-1.0,0.0,0.5,0.1,-4.0,-2.4,-2.6
O=C(COC(=O)c1ccccc1C(=O)c1ccccc1)NCc1ccc(F)cc1,-1.8,-12.2,7.7,-4.2,-1.8,-4.1,-4.5,0.8,-0.2,-3.4
O=C(Cc1ccc(F)cc1)NC1CCS(=O)(=O)C1 (stereo not given),19.1,-21.3,7.3,3.5,1.9,-5.9,-0.7,-20.3,0.6,0.2
Cc1cccc(NC(=O)Nc2ccc(C)cc2Br)c1,-53.3,-2.3,-3.4,-1.4,1.3,0.8,3.2,-7.2,-2.0,-5.6
CCOCCCNC(=O)c1cc2sc(Cl)cc2n1CC,-15.1,-17.1,-3.5,9.0,-0.3,-1.2,-1.9,2.3,-0.7,-0.4
COC(=O)c1ccc(CN2CCCC(C(=O)Nc3cccc(-n4cccn4)c3)C2)cc1 (stereo not given),-26.7,0.7,-1.9,2.8,0.9,1.1,-8.2,-5.6,-0.7,-3.6
CCC1CCCCN1CCCNC(=O)c1cn(CC(C)C)c(=O)c2cc(OC)c(OC)cc12 (stereo not given),29.7,-6.4,4.4,14.1,-0.2,-1.7,1.8,2.3,-3.5,0.0
CCOC(=O)/C(C(N)=NC(C)C)=C(\O)c1ccccc1,50.0,7.5,-1.0,-16.7,-0.9,-6.9,-2.4,5.9,-0.4,1.3
O=C(c1ccc2nc(Cc3cccc(Cl)c3)oc2c1)N1CCC[C@H]1CO,11.7,1.1,-1.6,6.4,-1.6,-0.2,-1.9,3.4,-2.3,1.3
CCOC(=O)NN=C1CN(S(=O)(=O)c2ccc(C)cc2)C1,8.8,-4.1,-3.8,-22.4,-0.6,-1.5,-0.6,8.2,-0.7,-0.2
O=C(Nc1ccc(N2CCN(C(=O)c3ccccc3F)CC2)cc1)c1ncn[nH]1,7.6,14.5,-1.9,-5.3,0.7,-1.8,1.3,-0.3,-2.0,0.5
O=C(NCC(c1cccs1)N1CCOCC1)c1cc([N+](=O)[O-])ccc1Cl (stereo not given),37.8,-2.3,9.3,1.5,0.7,-2.8,-7.4,9.4,-0.3,-2.6
O=C(Nc1cccc(Cl)c1)C1CCCCC1,9.5,-4.8,-1.9,-7.9,2.0,1.9,1.4,-4.0,-1.1,-2.6
COc1ccc(C(=O)OCC(=O)c2ccc3c(c2)NC(=O)CO3)cc1S(=O)(=O)N1CCOCC1,-2.4,6.2,11.5,-3.2,1.1,-1.9,-7.8,-0.6,-0.6,1.2
CCOc1ccc2nc(NC(=O)CN3CCN(C)CC3)sc2c1,6.9,7.8,8.6,33.4,-0.2,-4.7,0.9,-2.4,-0.6,-3.0
ClCC1CN(Cc2ccccc2Cl)CCO1 (stereo not given),7.7,8.6,0.8,6.2,-0.2,nt,0.9,-6.7,-0.4,1.6
COc1ccccc1N(CC(=O)NCc1ccccn1)S(C)(=O)=O,0.1,-0.2,-5.3,-5.7,-1.0,0.0,-0.2,2.3,-1.5,2.3
O=C(NCc1csc2ccc(Cl)cc12)Nc1cccc2ccccc12,4.8,-8.2,3.2,-9.0,0.0,-4.4,2.0,-3.8,-0.3,1.1
N#Cc1cnn2ccc(-c3ccc4c(c3)CCC4)nc12,-30.4,-2.1,5.4,-27.6,0.0,-0.9,-3.2,-4.4,-0.3,-2.5
CC1CCN(C(=O)COC(=O)/C=C/c2ccc(Br)o2)CC1,-12.8,1.2,1.3,-9.7,0.3,0.2,-1.4,2.3,1.3,0.9
Cc1ccc(-c2nc(CS(=O)(=O)CC(=O)N3CCCCCC3)c(C)o2)cc1,-8.7,5.2,-0.3,2.6,-1.1,nt,-5.1,2.6,-0.6,-0.1
O=C(c1cccc(F)c1)N1CCN(C(=O)C(c2ccccc2)c2ccccc2)CC1,nt,5.3,-1.0,-7.1,-2.3,-5.4,4.2,-4.3,-4.1,0.1
O=C(C[n+]1ccccc1)Nc1ccccc1Br,-7.5,nt,nt,-5.9,1.0,3.4,-4.8,nt,-0.8,nt
O=C(Nc1ccc(Cl)cc1)Nc1cccnc1,-9.9,3.9,0.8,6.5,-0.4,-0.2,-1.6,1.8,-2.8,-4.7
COc1ccc(N(CC(=O)NCc2ccc(Cl)cc2)S(=O)(=O)c2c(C)n[nH]c2C)cc1,4.2,2.5,-4.0,8.3,-1.7,-8.1,3.5,-1.6,-1.3,3.2
CC(C)(C)C(=O)Nc1nnc(SCc2cccc(F)c2)s1,21.7,-11.3,1.2,8.4,-1.1,nt,-1.5,-9.3,-0.6,1.8
O=C(c1ccsc1)N1CCCC(N2CCN(c3cccc(C(F)(F)F)c3)CC2)C1 (stereo not given),-17.5,-2.5,0.6,-4.2,0.6,-3.4,2.4,1.8,-1.7,-2.6
Cc1ccc(N(C(=O)CS(=O)CC(=O)Nc2ccc(F)cc2)C(C)C(=O)NC(C)(C)C)cc1 (stereo not given),nt,-5.4,-5.6,4.3,1.7,nt,-4.4,9.0,-0.2,-2.2
Cn1c(Cn2c(=O)sc3ccccc32)nnc1SCc1cccnc1,4.8,-8.8,3.7,-1.1,0.8,0.6,1.7,-12.1,0.5,3.0
Nc1cc(=O)[nH]c(SCCSc2ccccc2F)n1,nt,-2.1,0.8,10.4,0.8,nt,-3.9,1.0,-1.5,-0.3
CC1CN(C(=O)c2cc3ccccc3oc2=O)CC(C)O1 (stereo not given),22.6,6.3,7.8,-4.0,3.0,0.4,-5.9,-3.2,-0.6,0.9
Cc1cccc(C(=O)OCC(=O)NCCCc2ccccc2)c1,11.4,nt,nt,20.3,-2.8,10.8,-2.7,nt,0.2,nt
COc1ccc(C(=O)Nc2ccc(C(=O)Nc3cccc(C)c3)cc2)cc1,-40.2,-3.3,-2.2,3.2,-0.9,0.6,-3.6,-4.4,-1.8,5.2
COc1cccc(NC(=O)Cn2c3ccccc3c3nc4n(c(=O)c32)CCCS4)c1,-2.4,-10.1,4.7,-2.7,-1.0,-2.8,3.5,-6.5,-2.2,-0.4
c1ccc2c(c1)oc1c(NCC3CCCO3)ncnc12 (stereo not given),39.6,-12.6,3.2,9.3,1.5,-0.2,-5.9,0.9,-0.7,-0.9
COc1ccc(-c2ncn(CCC#N)c2[N+](=O)[O-])cc1,30.4,-3.8,1.8,-6.3,-0.4,-104.4,4.5,-12.2,-0.6,0.6
COc1cc2c(cc1OC)CN(S(=O)(=O)/C=C/c1ccccc1)CC2,-13.6,-1.7,2.4,8.4,-0.9,-3.9,-1.6,-1.2,-1.3,-2.6
COc1ccc(NC(=O)CN(C)C(=O)Cc2n[nH]c(=O)c3ccccc23)cc1,-1.8,-0.6,-3.8,-4.2,1.1,31.1*,-4.3,-10.6,-1.4,3.0
CC(N)c1ccc(Cl)cc1Cl (stereo not given),?,2.8,-5.0,-9.9,-1.1,-1.6,4.9,0.4,-1.0,-3.6
CSc1ncc(CN2CCN(C3CCCCC3)C(CCO)C2)cn1 (stereo not given),20.1,4.2,-2.5,10.2,-0.5,-1.8,2.5,-3.9,-1.8,0.7
CCOP(=O)(OCC)c1nc(-c2ccc(OC)cc2)oc1N1CCOCC1,-6.3,-8.4,9.4,-5.2,1.6,-6.4,-4.1,-19.0,-2.4,1.8
CC(O)[C@@H](NC(=O)C1CCC(CNC(=O)[C@H](Cc2ccccc2)NC(=O)OC(C)(C)C)CC1)C(=O)O (stereo not given in full),13.7,0.3,1.8,-5.5,0.1,-1.5,3.7,-4.1,0.5,2.0
COc1ccccc1CN1C(=O)CNC1=S,4.9,-1.6,3.7,-0.5,1.7,nt,2.8,-9.8,0.1,1.1
C=CCC[C@@H](Cc1ccc(F)cc1)C(=O)OCCNC(=O)[C@@H](CC=C)CC(=O)N[C@@H](CO)Cc1ccccc1,-9.1,-3.5,1.0,1.6,-1.2,-0.6,-6.4,-5.5,0.4,-2.6
O=C(NC1CCCCC1)c1ccccc1NC(=O)C1CC(=O)N(c2ccccc2)C1 (stereo not given),18.6,-1.2,5.4,nt,-0.3,-1.3,-2.4,-13.3,-2.3,0.4
CS(=O)(=O)Nc1ccc(C(=O)NCCSc2ccc(Cl)cc2)cc1,-4.4,-3.6,2.5,1.0,4.1,-5.1,1.6,-0.9,-0.9,0.3
CC(C)CC(CCc1ccccc1)OS(N)(=O)=O (stereo not given),11.1,-2.2,-4.6,1.7,2.9,-1.2,-1.5,-6.8,-0.7,-2.9
CCOC(=O)CSc1nnc(-c2ccc([N+](=O)[O-])cc2)o1,15.7,-3.9,1.6,-12.0,1.8,-2.8,-4.1,11.7,-0.2,2.3
Cc1ccc(NC(=S)N2CCC(N(C)CC3CCCO3)CC2)c(C)c1 (stereo not given),3.9,2.4,0.9,-2.5,1.6,-1.6,0.2,-0.8,-0.3,-1.6
NC(=O)CC(NC(=O)c1ccc(Br)cc1)c1ccc(NC2CCCCC2)c([N+](=O)[O-])c1 (stereo not given),16.5,-10.2,5.0,-8.7,2.0,1.4,-6.4,0.3,0.7,7.8
O=C(CCN1C(=O)c2ccccc2C1=O)Nn1cnnc1,9.5,0.6,6.6,0.9,-1.0,1.6,0.5,-10.1,-2.4,-1.4
CC(=O)c1c(C)[nH]c(C(=O)OC(C)C(=O)Nc2cc(S(=O)(=O)N3CCCCC3)ccc2Cl)c1C (stereo not given),-59.6,-5.0,-2.7,-5.1,-1.9,-4.3,-2.8,-8.1,0.0,-2.7
